# HIV fusion peptide – inhibitors of HIV fusion peptide binding, primary screen, biochemical, uHTS, fluorescence dequenching (AID 1986); cell-free peptide binding, fluorescence dequenching, 30 min; higher % means a stronger effect; one-dose inhibition, % at 20 µM; IC50 in µM for titrated hits; 290,000 compounds, 0.3% hits; in the data active = inhibition mostly above about 52%, no sharp cut-off; inactive = mostly below about 76%; also: some results filed as inactive read as strong as hits
# GPR55 activation – GPR55 agonists via beta-arrestin recruitment, primary screen, imaging, U2OS cells, beta-arrestin-GFP redistribution (AID 1961); U2OS GPR55 beta-arrestin-GFP redistribution imaging; higher % means a stronger effect; activation, % at 10 µM; hits with a dose series show EC50 in µM; 290,000 compounds, 0.048% hits;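 active = activation above 40% with more than 50 cells counted in the well; inconclusive = wells holding fewer than 50 cells, flagged as toxic or sparse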;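 also: U2OS osteosarcoma cells stably expressing GPR55 and beta-arrestin-GFP; plate controls were DMSO negative control for no effect and LPI positive control for full effect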
# Rac1 GTP hydrolysis – MgcRacGAP GTPase-activating activity inhibitors, confirmation, biochemical, ADP Hunter fluorescence. AID 624330. 340,000 compounds, 0.6% hits. MgcRacGAP-stimulated Rac1 GTP hydrolysis, ADP Hunter fluorescence; higher % means a stronger effect; GST-tagged Rac1 F28L mutant substrate. inhibition, % at 30 µM; hits with a dose series show IC50 in µM;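 active = first-screen hits whose inhibition reached a set limit at any dose in the follow-up dose series; inconclusive = inhibition above the set first-screen limit but never retested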;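 also: fluorescence reports GDP produced by GAP-driven GTP hydrolysis; strong numbers were not always called active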
# KOR beta-arrestin-1 – kappa opioid receptor activators – cell-based, luminescence, uHTS, primary screen (AID 1777) | KOR beta-arrestin recruitment, luminescence; higher % means a stronger effect | one-dose activation, % at 10 µM; EC50 in µM for titrated hits | 280,000 compounds, 0.02% hits; in the data active = activation above about 50%, passing the limit was not always enough; also: a part of the inactive calls stands beside numbers as strong as those of hits
# Large T inhibition – TAg ATPase/helicase activity blockers – biochemical (AID 1903) | SV40 large T antigen ATPase/helicase inhibition assay; higher % means a stronger effect | inhibition, % at 20 µM, or IC50 in µM where a hit was titrated | 310,000 compounds, 0.39% hits; in the data active = a potency from the dose series; inconclusive = inhibition mostly from about 32% at the one dose, without a potency; inactive = the rest, 99 in 100 with inhibition below about 32%; also: strong numbers were not always called active
# NOD1 NF-kB reporter – inhibition of NOD1-driven NF-kB reporter – cell-based, luminescence, uHTS, primary screen (AID 1578). NOD1-driven NF-kB luciferase reporter cells, luminescence; higher % means a stronger effect. 290,000 compounds, 1% hits. one-dose inhibition, % at 4 µM; EC50 in µM for titrated hits; in the data active = inhibition mostly above about 36%, no sharp cut-off; inactive = mostly below about 34%;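 also: HEK-293T reporter cells stimulated with the NOD1 agonist gamma-tri-DAP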
# KOR beta-arrestin-2 – KOR antagonists, beta-arrestin recruitment, cell-based, luminescence, uHTS (AID 1778); inhibition, % at 10 µM, or IC50 in µM where a hit was titrated; 290,000 compounds, 0.091% hits; KOR beta-arrestin recruitment, luminescence, antagonist mode; higher % means a stronger effect; also: strong numbers were not always called active
# GPR55 LPI antagonism – inhibition of LPI-stimulated GPR55 beta-arrestin translocation – imaging, U2OS, beta-arrestin-GFP, LPI agonist, primary screen (AID 2013) | U2OS GPR55 beta-arrestin-GFP translocation imaging, LPI antagonism; higher % means a stronger effect | 290,000 compounds, 0.13% hits | inhibition, % at 10 µM; hits with a dose series show IC50 in µM;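 active = spots per cell inhibited over 60%, with over 100 cells counted and total cytoplasm intensity under 500,000; inconclusive = wells with under 100 cells, flagged as likely toxic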;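 also: U2OS cells stably carrying GPR55 and arrestin-GFP stimulated by 5 µM LPI near EC80; imaged beta-arrestin-GFP aggregate spots per cell after agonist stimulation; plate controls were LPI-stimulated DMSO wells for no effect and DMSO wells without LPI for full effect; some results filed as inactive read as strong as hits; confirmed hits need IC50 under 10 µM and bright autofluorescent wells are also inconclusive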
# NOD2 inhibition – NOD2 signaling inhibitors, cell-based, luminescence, uHTS, HEK293 (AID 1566); HEK293 NOD2/NF-kB luciferase reporter, luminescence; higher % means a stronger effect; inhibition, % at 4 µM, or EC50 in µM where a hit was titrated; 290,000 compounds, 0.63% hits; also: many of its hits are not listed in these tables
# Active calls of the source: *; u = inconclusive; x = not tested or not shown; & = joins results of further samples; [ ] = dose if it differs, or a comment. Rule as the data show it, unless noted: active = inhibition above about 50%; inactive = the rest.
Compound	HIV fusion peptide	GPR55 activation	Rac1 GTP hydrolysis	KOR beta-arrestin-1	Large T inhibition	NOD1 NF-kB reporter	KOR beta-arrestin-2	GPR55 LPI antagonism	NOD2 inhibition
CCN(Cc1ccncc1)C(=O)CCc1nnc(CCC2CCCCC2)o1	-0.4%	0.3%	0%	x	-4%	-16%	-27%[20 µM]	-1%	0%
CCCC(=O)Nc1ccc(C(=O)N2CCCC2)cc1	-1.4%	-0.3%	7%	-3.1%	1%	9%	20%	15%	4%
CCCCCCCC(=O)NC(Nc1ccccc1OC)C(Cl)(Cl)Cl (stereo not drawn)	0.7%	0.0%	0%	-2.5%	9%	0%	1%	1%	7%
Fc1ccc(OCCCCCn2ccnc2)cc1	0.7%	-0.1%	11%	7.6%	6%	9%	1%	-6%	14%
COc1ccc(OC)c(C(c2nnnn2C2CCCC2)N2CCN(c3ccccc3)CC2)c1 (stereo not drawn)	1.9%	-0.3%	4%	-0.8%	2%	-16%	-24%	9%	-43%
COCc1cc(N2CCOCC2)nc(-c2ccccc2)n1	-0.3%	-0.3%	8%	0.3%	-3%	-31%	-35%	-5%	11%
Cc1ccc2nc(CSc3nnc(Nc4ccccc4C)s3)cc(=O)n2c1	11%	0.0%	7%	3.1%	8%	0%	5%	2%	-15%
COc1ccc(CC(=O)NCc2nnc(SCc3ccc(C)cc3)n2C)cc1	0.0%	0.0%	10%	1.5%	4%	-24%	-38%	2%	5%
Cc1ccc(NC(=S)N2CCOCC2)c(C)c1	-2.2%	-0.3%	5%	-2.0%	11%	-5%	-8%	4%	6%
O=C(CSc1cccc[n+]1[O-])Nc1cc2c(cc1Cl)C(=O)c1ccccc1C2=O	0.7%	0.1%	-6%	2.1%	6%	-62%	3%	-3%	-42%
Cc1occc1C(=O)NNC(=S)Nc1cccc([N+](=O)[O-])c1	1.5%	-0.3%	12%	-2.2%	23%	-35%	3%	16%	10%
C/C(=N\NC(=O)c1cccc(F)c1)c1ccc(NC(=O)Cc2ccccc2)cc1	-0.6%	-0.1%	3%	0.8%	8%	-50%	-6%	12%	13%
CC(Oc1ccc2ccc(=O)oc2c1)C(=O)NC1CCN(Cc2ccccc2)CC1 (stereo not drawn)	-0.2%	0.2%	2%	-5.4%	x	-24%	-4%	-12%	17%
CCOC(=O)N1CCN(C(=O)c2ccc3c(c2)N(CC)CCS3)CC1	0.7%	0.2%	6%	-4.0%	22%	-9%	-1%	6%	9%
O=C(NCc1ccc2c(c1)OCO2)C1CCCN1C(=O)Nc1ccccc1 (stereo not drawn)	1.2%	0.5%	20%	5.8%	28%	-18%	-32%	10%	14%
COc1ccccc1NC(=O)c1cc(S(=O)(=O)N2CCCC2)cn1C	-1.4%	-0.1%	7%	-4.1%	3%	-15%	-7%[20 µM]	-5%	6%
Cc1cccc(-c2nnc(SCCC(=O)N3CCOCC3)o2)c1	-0.1%	-0.3%	4%	5.1%	10%	31%	-38%	-4%	10%
O=C(NCCCN1CCN(c2cccc(Cl)c2)CC1)C1CCC(=O)N1Cc1ccccc1Cl (stereo not drawn)	-1.8%	0.4%	0%	-3.5%	8%	-3%	28%	7%	12%
c1ccc2c(c1)CC1(CCCC1)N=C2N1CCOCC1	-0.4%	-0.1%	12%	1.5%	22%	-11%	-8%	-10%	2%
Cc1cc(NC(=O)c2cc(C3CC3)on2)n(-c2ccccc2)n1	-0.6%	-0.3%	-1%	-5.0%	8%	-16%	-10%	6%	-4%
C=CCC1CCCCC12NC(=O)NC2=O (stereo not drawn)	-1.2%	-0.2%	7%	1.0%	8%	18%	-9%	16%	5%
CC(C)(C)C(=O)Cn1c(NCCO)nc2ccccc21	-2.0%	0.2%	6%	1.5%	u	-50%	-55%	3%	-2%
COc1ccc(NC(=O)CCc2nc3ccccc3[nH]2)cc1	2.6%	-0.3%	11%	-5.0%	8%	-30%	-8%	-8%	8%
O=C(Nc1cccc(-c2cn3ccccc3n2)c1)C1CC1	-1.5%	-0.3%	7%	-5.6%	14%	-24%	-11%	-2%	-14%
Cc1cccc(C(=O)N/N=C/c2ccc3c(c2)OCO3)n1	-2.7%	0.0%	-5%	0.0%	14%	5%	-11%	-4%	-3%
CC(=O)/C=C\c1ccc(OC(=O)c2cccnc2)cc1	2.2%	-0.1%	28%	6.3%	29%	-24%	-19%	6%	-12%
O=S(=O)(c1cccc(C(F)(F)F)c1)N(CCCN1CCOCC1)Cc1cccs1	-2.2%&0.3%	0.0%&0.0%	20%&15%	-3.0%&4.9%	1%&8%	7%&-36%	-10%&-30%	7%&10%	14%&0%
Cc1cccc(C)c1OCCCCN1CCNCC1	-1.3%	-0.1%	122µM*	2.6%	16%	-10%	0%	0%	6%
COCC(=O)N1CCC(Oc2ccc(C(=O)N3CCCCCC3)cc2)CC1	-0.5%	0.3%	9%	3.8%	32%	-14%	-13%	-3%	5%
CN(C)Cc1c(C(=O)N/N=C/c2cccc3ccccc23)nnn1-c1nonc1N	-0.4%	-0.1%	-10%	2.0%	9%	12%	-51%	7%	2%
CCOCCCNC(=O)C(c1ccccc1)N(Cc1cccs1)C(=O)CNC(=O)c1ccccc1 (stereo not drawn)	-4.2%	-0.4%	8%	-2.2%	4%	20%	-25%	8%	4%
COC(=O)c1sccc1NC(=O)C1CC=CCC1C(=O)O (stereo not drawn)	-1.9%	-0.1%	8%	-4.3%	3%	2%	4%	7%	16%
CC(C)CCNc1nc2ccccc2nc1NS(=O)(=O)c1cccs1	11%	-0.3%	5%	3.7%	15%	-4%	-32%	4%	26%
COc1ccc2oc(=N)c(C(=O)Nc3ccccc3Cl)cc2c1	-0.9%	-0.1%	6%	1.0%	10%	-77%	-83%[20 µM]	0%	-82%
Nc1cccnc1-n1nc(C(F)(F)F)cc1C(F)(F)F	-2.3%	0.2%	7%	-1.6%	10%	1%	21%	8%	-8%
C/C(CC(=O)Nc1ccc2c(c1)OCCO2)=N\NC(=O)Cc1ccccc1	-1.4%	0.2%	7%	-0.2%	10%	0%	12%	9%	4%
CCC1(C)Cc2c(sc3nc(NC)n(C)c(=O)c23)CO1 (stereo not drawn)	-2.4%	-0.2%	7%	-5.2%	9%	4%	-39%	-11%	-4%
O=C(CSc1nccn1-c1ccccc1)NO	-0.9%	0.1%	2%	-5.2%	9%	-32%	3%	0%	-9%
OCC1(CCc2ccccc2)CCCN(CCCc2ccccc2)C1 (stereo not drawn)	2.2%	0.0%	7%	-0.7%	10%	-22%	-6%[20 µM]	9%	-15%
CCOc1ccc(NC(=O)COC(=O)c2c(OC)cccc2OC)cc1	-1.4%	-0.1%	10%	-1.6%	26%	-11%	4%	0%	11%
O=C(O)Cn1c(COc2ccc(Cl)cc2)nc2ccccc21	2.1%	0.2%	11%	-1.2%	14%	-8%	-18%	2%	10%
Cc1noc(C(=O)N2CCN(c3ccccc3)CC2)c1Cl	-0.4%	0.7%	2%	-2.9%	5%	-28%	-4%[20 µM]	7%	-7%
CC(SCc1ccc(C(=O)O)o1)c1ccc(C(=O)O)o1 (stereo not drawn)	-0.5%	0.2%	x	-0.6%	4%	-13%	2%	-1%	-20%
CC1(C)CC(=O)c2sc(NS(=O)(=O)c3ccc(Cl)cc3)nc2C1	3.9%	-0.2%	4%	1.9%	9%	-24%	-3%	8%	13%
Cc1cccc(C)c1OCC(O)Cn1c2ccccc2c2ccccc21 (stereo not drawn)	1.1%	0.4%	4%	-0.3%	-1%	-5%	-6%	30%	-7%
CC(=O)Nc1cccc(NC(=O)CS(=O)(=O)c2cn(CC(=O)N3CCOCC3)c3ccccc23)c1	0.3%	-0.5%	11%	1.4%	13%	-6%	-5%	9%	7%
COc1ccc(NC(=O)C2CC(=O)NC3=C2C(=O)CC(C)(C)C3)cc1 (stereo not drawn)	-2.9%	-0.2%	2%	-2.8%	6%	0%	-5%	10%	11%
COc1cccc(OCC(=O)Nc2c3c(nn2-c2ccc(F)cc2)CS(=O)(=O)C3)c1	2.0%	-0.2%	13%	8.1%	3%	-25%	-10%	8%	-13%
CN(C)Cc1c(C(=O)N/N=C/c2ccc(OCc3c(F)cccc3Cl)cc2)nnn1-c1nonc1N	-2.0%	-0.2%	13%	8.4%	-1%	-14%	-12%	0%	18%
CCOc1ccc(Br)cc1S(=O)(=O)Nc1ccc(NC(=O)c2ccccc2F)cc1	7.2%	-0.4%	9%	5.8%	16%	-7%	13%	3%	-3%
c1ccc2c(c1)oc1c(NCCN3CCOCC3)ncnc12	0.7%	-2.3%	7%	-0.5%	9%	39%	-3%	4%	16%
COc1ccnc2c1c(=O)n(Cc1ccc(Cl)cc1Cl)c(=O)n2C	2.3%	-0.1%	1%	4.0%	0%	-9%	-14%	5%	16%
Cc1ccc(N(CC(=O)NCc2ccccc2)C(=O)CCC(=O)Nc2ccccn2)c(C)c1	-0.5%	-0.2%	2%	-0.8%	14%	21%	2%	2%	2%
CCOC(=O)C1CCN(S(=O)(=O)c2ccc(C(C)(C)C)cc2)CC1	-1.0%	0.2%	8%	x	24%	14%	-13%[20 µM]	12%	15%
CCOC(=O)c1sc2nccc(N(C)C)c2c1N=CNOCc1c(F)cccc1Cl	2.1%	-0.1%	3%	0.6%	7%	16%	-35%	1%	4%
O=C(/C=C\c1ccccc1)Nc1nccs1	-1.4%	0.0%	6%	1.3%	6%	-34%	-29%	-4%	18%
Cc1cc([N+](=O)[O-])nn1CCCC(=O)NC1CCCCC1	0.5%	0.0%	3%	-2.7%	5%	-25%	-2%	-6%	14%
Cc1c(Br)c(C(F)(F)F)nn1CC(=O)NCCN1CCOCC1	-0.3%	-0.5%	3%	0.0%	-6%	33%	-37%	-8%	9%
COc1cccc(/C=N/NC(=O)c2[nH]c(C)c(C(=O)N/N=C/c3cccc(OC)c3)c2C)c1	-3.0%	-0.4%	2%	3.5%	3%	-6%	9%	-17%	12%
Cc1ccccc1-c1noc(CCC(=O)NCC2CCCO2)n1 (stereo not drawn)	0.1%	0.0%	2%	1.5%	1%	-16%	14%	-2%	2%
O=C(Nn1c(-c2ccccc2)nc2ccccc2c1=O)c1ccco1	-4.0%	0.3%	1%	-8.2%	11%	14%	30%	4%	9%

# Source: PubChem BioAssay (several laboratories)

# This is a subset; the hit share may differ from the screen's.
